Source: PubChem BioAssay (several laboratories)
SUMO1-SIM PPI = modulators of SUMO1 protein-protein interactions, primary screen, biochemical, uHTS | AID 602429, 2012 | inhibition, % at 20 µM | Small ubiquitin-related modifier 1 (Homo sapiens), P63165 | 360,000 tested, 0.33% active | SUMO1 binding to a labelled peptide, TR-FRET, 1 h; in the data active = inhibition above about 37%
Target sequence (P63165 whole entry, looked up): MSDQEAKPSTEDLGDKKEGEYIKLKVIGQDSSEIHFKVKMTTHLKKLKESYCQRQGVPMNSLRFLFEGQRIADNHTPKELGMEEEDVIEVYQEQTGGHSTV
CendR NRP1 mod = modulators of CendR peptide binding to NRP-1, primary screen, biochemical, fluorescence polarization, uHTS | Neuropilin-1 (Homo sapiens), O14786 | FAM-RPARPAR peptide binding to NRP-1 | inhibition, % at 25 µM | 360,000 tested, 0.85% active | AID 602438, 2012;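 active = inhibition or corrected inhibition above about 18%, plus a signal ratio from 0.5 to 1.5, limit read from the data, passing the limit was not always enough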; note: strong numbers were not always called active
SKN-1 inh = suppressors of acrylamide-induced Pgst-4::GFP reporter in worms, primary screen, SKN-1 inhibitor project, whole organism, uHTS, GFP/RFP fluorescence ratio, strain VP596; AID 624304, 2012; C. elegans VP596 Pgst-4::GFP/RFP ratio, 24 h; inhibition, % at 21.8 µM; 360,000 tested, 0.49% active;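 active = interference check ratio from 0.5 to 1.5 plus GFP to RFP signal ratio inhibition reaching or exceeding a fixed threshold, cut at about 30% in these data, passing the limit was not always enough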; note: some compounds called inactive have numbers as strong as hits
Neddylation inh = inhibitors of cullin neddylation, primary screen, biochemical, TR-FRET, uHTS, NAE and Ubc12 | NEDD8-conjugating enzyme Ubc12 (Homo sapiens) + NEDD8-activating enzyme E1 regulatory … | calls only at 25 µM | 360,000 tested, 0.58% active; in the data active = inhibition above about 36%
Target sequence (P61081 whole entry, looked up): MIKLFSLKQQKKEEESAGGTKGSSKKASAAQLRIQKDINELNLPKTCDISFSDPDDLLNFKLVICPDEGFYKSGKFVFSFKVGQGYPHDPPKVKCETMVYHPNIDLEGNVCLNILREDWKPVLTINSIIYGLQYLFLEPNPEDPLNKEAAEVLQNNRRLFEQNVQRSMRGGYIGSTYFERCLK
Target sequence (Q13564 whole entry, looked up): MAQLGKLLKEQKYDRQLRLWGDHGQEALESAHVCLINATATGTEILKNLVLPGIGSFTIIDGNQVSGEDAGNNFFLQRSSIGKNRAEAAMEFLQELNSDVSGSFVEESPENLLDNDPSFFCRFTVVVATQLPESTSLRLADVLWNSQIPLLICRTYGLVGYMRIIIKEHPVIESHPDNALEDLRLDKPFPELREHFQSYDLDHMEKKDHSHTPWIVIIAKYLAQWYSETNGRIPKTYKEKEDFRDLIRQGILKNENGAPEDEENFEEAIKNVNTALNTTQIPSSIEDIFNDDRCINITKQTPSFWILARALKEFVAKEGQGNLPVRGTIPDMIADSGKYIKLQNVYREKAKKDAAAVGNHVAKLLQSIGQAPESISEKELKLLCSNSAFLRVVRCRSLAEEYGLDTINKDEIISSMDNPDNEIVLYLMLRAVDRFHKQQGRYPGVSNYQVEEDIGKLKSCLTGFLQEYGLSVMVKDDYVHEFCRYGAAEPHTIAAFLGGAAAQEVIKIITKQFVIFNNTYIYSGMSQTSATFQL
NadD inh = inhibitors of S. aureus NadD, primary screen, biochemical, colorimetric, uHTS | 360,000 tested, 0.78% active | purified NadD enzyme, colorimetric absorbance read-out | inhibition, % at 20 µM; in the data active = inhibition above about 26%; note: some compounds past the cut are filed as inactive
Tb MetRS inh = T. brucei MetRS inhibitors, primary screen, biochemical, luminescence; inhibition, % at 11.9 µM; 360,000 tested, 0.4% active; purified T. brucei MetRS, ATP depletion, Kinase-Glo luminescence; AID 624268, 2012;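 active = inhibition above a per-plate cutoff of the control wells' mean inhibition plus 3 SD, cut at about 5.5% in these data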;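 note: 0% = DMSO wells median and 100% = median of wells with control inhibitor compound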
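Measured by: Kinase-Glo luciferase luminescence reporting remaining unconsumed ATP. Material: purified T. brucei MetRS enzyme. Doses: 11.9 µM compound single dose, 0.9% DMSO. Medium: HEPES buffer containing pyrophosphatase, BSA, spermine, DTT. Times: 15 min preincubation, 2 h reaction, all 25 °C. Reagent: methionine, ATP and bulk E. coli tRNA.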
Scp-1 inhibitor = Scp-1 phosphatase inhibitors, primary screen, biochemical, colorimetric, uHTS | AID 493091, 2011 | Carboxy-terminal domain RNA polymerase II polypeptide A small phosphatase 1 (Homo … | 340,000 tested, 0.88% active | inhibition, % at 20 µM | Recombinant Scp1, phosphopeptide, malachite green phosphate absorbance;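 active = inhibition above about 50% at 20 µM, limit read from the data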;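 note: plate controls were DMSO wells with enzyme for no effect and wells lacking enzyme for full effect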
Target sequence (Q9GZU7 76-261 limits assumed): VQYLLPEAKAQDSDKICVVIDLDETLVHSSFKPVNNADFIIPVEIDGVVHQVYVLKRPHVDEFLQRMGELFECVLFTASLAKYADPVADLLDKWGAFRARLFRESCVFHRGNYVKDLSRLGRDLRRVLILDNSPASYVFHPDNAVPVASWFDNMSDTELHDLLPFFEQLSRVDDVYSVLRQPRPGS
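Test system: SCP-1 phosphatase catalytic domain, residues 76-261 | Compound dosing: One concentration, 20 µM, with 1.0% DMSO | Schedule: 45 min room-temperature reaction, 5 min colour, 30 min stabiliser | Detection: Absorbance at 630 nm | Read-out basis: % inhibition of SCP-1 phosphate liberation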
STEP inh = STEP phosphatase inhibitors, primary screen, biochemical, fluorescence intensity, uHTS; AID 588621, 2011; 360,000 tested, 0.25% active; inhibition, % at 20 µM; recombinant STEP, OMFP fluorogenic substrate;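 active = inhibition at 20 µM, scaled per plate between control wells, above about 37%, limit read from the data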;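 note: 0% = DMSO with enzyme and substrate and 100% = substrate only without enzyme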
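Assay system: isolated STEP enzyme. Buffer or medium: pH 6.0 Bis-Tris with DTT and Tween 20. Also added: fluorogenic phosphatase substrate OMFP at 25 µM final. Dosing: 20 µM, 1% DMSO. Timing: 20 min reaction, room temperature, in the dark. Measured by: fluorescence intensity, excitation 480 nm, emission 540 nm. Evaluation: normalized % inhibition.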
DNMT1 inh = human DNMT1 methyltransferase inhibitors, primary screen, biochemical, molecular beacon, fluorescence, HinP1I cleavage, uHTS | DNA (cytosine-5)-methyltransferase 1 (Homo sapiens), P26358 | inhibition (reported as % activation of signal), % at 10 µM | 360,000 tested, 0.83% active | AID 588458, 2011; in the data active = inhibition above about 50%
LMPTP inh = LMPTP phosphatase inhibitors, primary screen, biochemical, fluorescence intensity, uHTS; Low molecular weight phosphotyrosine protein phosphatase (Homo sapiens), P24666; recombinant LMPTP-A, OMFP fluorogenic substrate; inhibition, % at 20 µM; 360,000 tested, 0.22% active; AID 651560, 2012;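 active = compounds that cut the enzyme signal by at least half of the control window in the single-dose screen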;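 note: plate controls were DMSO wells with enzyme plus substrate for no effect and substrate without enzyme for full effect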
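Buffer or medium: Bis-Tris pH 6.0, DTT, detergent; Assay system: LMPTP-A enzyme; Quantity: 0.625 nM enzyme; Detection: endpoint fluorescence intensity; Times: 50 min dark incubation at room temperature; Controls: substrate-only low control, DMSO enzyme-plus-substrate high control; Doses: single 20 µM dose; Read-out: percent inhibition versus substrate-only and uninhibited controls; Reagent: 400 µM OMFP.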
Starred values were filed as active, the others as inactive; i = inactive; . = not tested or not shown. The order is random; any-hit rate near 4.6%.

The line under a structure holds: SUMO1-SIM PPI	CendR NRP1 mod	SKN-1 inh	Neddylation inh	NadD inh	Tb MetRS inh	Scp-1 inhibitor	STEP inh	DNMT1 inh	LMPTP inh
#1 CC(C)[C@H](NC(=O)c1ccccc1F)C(=O)NNC(=O)c1cccs1
 : 2	14	-13	i	0	-0.3	-4	-1	5	-1.0
#2 CCN(CC(=O)NCc1ccc(Cl)cc1)CC(=O)NC1(C#N)CCCC1
 : 6	-3	4	i	-6	-0.5	-2	1	4	-1.2
#3 Cn1c(NN)nc2sc3c(c2c1=O)CC(C)(C)OC3
 : 3	-13	5	i	2	-0.1	-8	-2	-2	-2.2
#4 CCOC(=O)c1nc(Nc2ccccc2C)c2ccccc2n1
 : -3	8	7	i	-10	-0.8	2	-1	6	0.1
#5 CCOC(=O)N=S(N)(=O)c1ccccc1 (stereo unspecified)
 : -1	-19	15	i	-1	-0.5	-4	-2	0	-1.8
#6 CCN(C(=O)COC(=O)c1cccnc1SC)c1c(N)n(Cc2ccccc2)c(=O)[nH]c1=O
 : -4	0	0	i	0	0.2	8	-2	-9	0.0
#7 CC1Sc2ccc(S(=O)(=O)CCC(=O)N3CCCCC3)cc2NC1=O (stereo unspecified)
 : -2	1	5	i	10	-0.5	-8	-2	2	-1.4
#8 O=c1[nH]c2c(c(=O)[nH]1)OCN(Cc1ccccc1)C2
 : -4	0	-9	i	-1	-0.4	-3	-1	4	-0.4
#9 O=C(NC1CC1)C1CCN(S(=O)(=O)c2ccc(Cl)cc2)CC1
 : 0	1	2	i	-13	0.3	-3	0	-2	0.2
#10 O=C(Nc1ccc(F)cc1)c1nsc(Cl)c1Cl
 : 10	-4	-6	i	-8	-1.0	6	-3	-1	0.2
#11 COc1cccc(CNC(=O)CCC2CCCN(C(=O)c3ccc(OC)o3)C2)c1 (stereo unspecified)
 : -1	-7	10	i	1	0.3	-13	0	0	0.1
#12 COc1ccc(C2COC(=O)C2=N)c(NC(=O)c2ccc(Cl)cc2)c1 (stereo unspecified)
 : -3	-10	7	i	1	0.1	-24	1	-7	-1.5
#13 COC(=O)c1ccc(NC(=O)CSc2nnnn2C2CCCCC2)cc1
 : -1	0	7	i	-9	-1.1	0	0	2	1.0
#14 O=C(O)CCN1/C(=C/C=Nc2ccccc2)Oc2ccccc21
 : -5	-12	14	i	-4	-0.3	-4	1	0	-1.1
#15 CCCN(CC1CCCO1)C(=O)CCc1nnc(-c2cc(C)on2)o1 (stereo unspecified)
 : 2	-5	7	i	-1	-0.6	-1	0	0	-0.6
#16 CCc1ccccc1OCC(=O)Nc1cc(S(=O)(=O)N(CC)CC)ccc1N1CCOCC1
 : 5	0	19	i	4	-0.3	-6	0	2	4.3
#17 COc1ccc(NC(=O)c2ccc(NC(=O)CSc3nc(N)cc(=O)[nH]3)cc2)cc1
 : -1	9	7	.	4	-0.3	-12	-2	-11	-2.3
#18 O=c1cc(CSc2nc3ccccc3c(=O)[nH]2)c2ccc(O)cc2o1
 : 14	-46	5	i	19	3.4	-1	1	1	0.9
#19 Cc1nn(CC(=O)Nc2ccncc2)c(C)c1[N+](=O)[O-]
 : -2	0	7	i	-1	0.5	-2	0	-2	-0.7
#20 CCc1ccc2[nH]c(=O)c(CN(Cc3ccc4c(c3)OCO4)Cc3nnnn3C3CCCC3)cc2c1
 : 0	3	9	i	26	-0.1	12	0	-9	2.8
#21 CC(C)c1ccc(NC(=O)NN2CCOCC2)cc1
 : 3	-7	-12	i	-2	-1.0	2	-1	4	0.7
#22 C=CCNc1nc(NCCN2CCOCC2)nc(N2CCOCC2)n1
 : 2	3	35*	i	4	0.1	-7	-4	-2	-0.9
#23 O=C(Nc1ccccc1)C1CCCN1C(=O)NCc1ccccc1 (stereo unspecified)
 : 4	2	0	i	-8	-0.4	-6	-4	1	1.1
#24 Cc1ccc(C)c(N2CCN(S(=O)(=O)c3cc4c(cc3C)NC(=O)CO4)CC2)c1
 : 5	6	11	i	3	-0.4	-7	0	-3	2.4
#25 CC(=O)OC1C=CN(C(C)=O)C(SC(C)(C)C)C1(C)O (stereo unspecified)
 : -1	-4	-8	i	-4	-0.2	.	0	2	0.7
#26 CCN(C(=O)COC(=O)c1cncc(Br)c1)C1CCS(=O)(=O)C1 (stereo unspecified)
 : 2	15	2	i	-3	-0.4	0	-2	1	-0.1
#27 CCCNC(=O)c1cc(C2CCCN(S(=O)(=O)c3cccs3)C2)on1 (stereo unspecified)
 : 3	-9	-6	i	0	-0.1	.	1	0	0.7
#28 CC(NC(=O)C1CCC1)c1ccc(Br)cc1 (stereo unspecified)
 : 2	-1	12	i	1	0.5	-5	0	7	-1.1
#29 O=C(Nc1ccc(C(=O)N2CCCC2)cc1)C1CCCC1
 : 3	-4	8	i	0	-0.5	4	-1	8	-0.5
#30 CCOC(=O)C1(CCc2ccccc2)CCN(C(=O)CN2C(=O)CSC2=O)CC1
 : 0	-5	6	i	-3	-0.8	3	0	2	3.5
#31 Cc1cc(SCC(=O)Nc2c(C)n(C)n(-c3ccccc3)c2=O)nc2ccccc12
 : -4	-18	-1	i	-3	-0.2	-9	3	1	-1.0
#32 O=C(O)c1c(C(=O)O)c(-c2ccc(Br)cc2)n2c1CSC2
 : 5	1	-7	i	2	0.2	-11	1	3	-1.9
#33 CCCC(=O)Nc1ccc(Oc2ccc(NC(=O)CCC)cc2)cc1
 : 2	-3	8	i	1	0.3	-6	1	8	2.8
#34 O=c1c2cn(Cc3ccc(F)cc3)c3ccc(F)cc3c-2nn1Cc1ccc(F)cc1
 : 1	7	4	i	0	-0.9	-6	-2	18	-1.2
#35 Cc1ccccc1Oc1nc2c(C)cccn2c(=O)c1/C=C(\C#N)C(=O)Nc1c(C)n(C)n(-c2ccccc2)c1=O
 : -9	-22	0	.	12	-0.6	7	-1	-1	-1.1
#36 O=C(CN1c2cccc3cccc(c23)S1(=O)=O)Nc1c(F)c(F)c(F)c(F)c1F
 : -4	-2	2	i	-1	-0.6	6	1	0	2.2
#37 O=C(c1cccc(Cl)c1)N1CCN(CCCc2ccccc2)CC1
 : 1	4	-8	i	-1	-0.6	-7	2	0	-2.1
#38 CCn1ncc2c1C(=O)NC1c3ccccc3C(=O)N21 (stereo unspecified)
 : -4	17	27	i	2	-0.2	-7	1	-3	-0.6
#39 O=C(Nc1cccc(S(=O)(=O)NC2=NCCC2)c1)c1cc(=O)[nH]c2ccccc12
 : 2	5	8	i	0	-0.1	-2	-4	-3	-1.6
#40 CC(C)(C)SCCNC(=O)c1cccc([N+](=O)[O-])c1
 : -15	3	4	i	-4	-0.5	-8	-4	1	-1.0
#41 CC1=C(C(=O)OCC2CCCO2)C(c2coc3ccc(Cl)cc3c2=O)C2=C(CCCC2=O)N1 (stereo unspecified)
 : -4	-3	-12	i	-7	0.2	-12	6	-1	0.1
#42 COc1ccc(N)c2c1C(=O)c1ccccc1C2=O
 : -11	2	77	i	2	-2.0	-1	4	-2	4.8
#43 CC(=O)N(C(C)=O)n1c(C)nc2sc3c(c2c1=O)CCCC3
 : 1	0	-6	i	0	1.5	-6	2	1	-1.9
#44 COC(=O)c1ccc(C(=O)NC2CC(C)(C)Cc3c2cnn3-c2ccc(F)cc2)nc1 (stereo unspecified)
 : 7	6	-4	i	2	-0.3	-2	2	-1	0.0
#45 Cc1c(NC(=O)c2cc(=O)[nH]c3ccccc23)c(=O)n(-c2ccccc2)n1C
 : -3	6	-13	i	-1	-1.6	-2	1	7	-2.0
#46 Cc1ccc(NC(=S)N2CCCCC2)cc1C
 : 6	3	3	i	4	0.2	0	2	0	-0.7
#47 COc1ccc(NC(=O)CSCC(=O)N(C)Cc2ccc(Cl)c(Cl)c2)cc1
 : 6	4	2	i	-6	0.0	-11	1	-5	0.5
#48 Cc1noc(C)c1COc1ccc(C(=O)N2CCC(C)CC2)cc1
 : -10	6	-6	i	4	-0.3	3	-3	-1	-0.1

Structural class: the compounds so far containing a Cl atom
The line under a structure holds: SUMO1-SIM PPI	CendR NRP1 mod	SKN-1 inh	Neddylation inh	NadD inh	Tb MetRS inh	Scp-1 inhibitor	STEP inh	DNMT1 inh	LMPTP inh
#2 CCN(CC(=O)NCc1ccc(Cl)cc1)CC(=O)NC1(C#N)CCCC1
 : 6	-3	4	i	-6	-0.5	-2	1	4	-1.2
#9 O=C(NC1CC1)C1CCN(S(=O)(=O)c2ccc(Cl)cc2)CC1
 : 0	1	2	i	-13	0.3	-3	0	-2	0.2
#10 O=C(Nc1ccc(F)cc1)c1nsc(Cl)c1Cl
 : 10	-4	-6	i	-8	-1.0	6	-3	-1	0.2
#12 COc1ccc(C2COC(=O)C2=N)c(NC(=O)c2ccc(Cl)cc2)c1 (stereo unspecified)
 : -3	-10	7	i	1	0.1	-24	1	-7	-1.5
#37 O=C(c1cccc(Cl)c1)N1CCN(CCCc2ccccc2)CC1
 : 1	4	-8	i	-1	-0.6	-7	2	0	-2.1
#41 CC1=C(C(=O)OCC2CCCO2)C(c2coc3ccc(Cl)cc3c2=O)C2=C(CCCC2=O)N1 (stereo unspecified)
 : -4	-3	-12	i	-7	0.2	-12	6	-1	0.1
#47 COc1ccc(NC(=O)CSCC(=O)N(C)Cc2ccc(Cl)c(Cl)c2)cc1
 : 6	4	2	i	-6	0.0	-11	1	-5	0.5
